ELG1 repair inh: ELG1-dependent DNA repair inhibition | HEK293T ELG1-luciferase reporter, luminescence, 16 h; DNA damage induced by 5-fluorouridine | Potency, µM (highest dose often 46.1 µM), inactives show at the top dose activity change, negative = inhibition, usual class: inhibitors | hit rate 2.3% among 330,000; further: potency means the concentration at half of the fitted maximal effect; on the % scale 0 is the no-effect control and ±100 the full control effect; nearly all actives have a fitted effect of over 55% in size
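Overnight (16 hr) co-exposure of 2,000 cells/well to 5-fluorouridine and compound at 37 °C preceded detection. Luciferase was quantified via ONE-Glo luminescence; loss of signal denotes inhibition.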
Eya2 inh: blocks the phosphatase activity of human Eya2; O00167; recombinant Eya2, OMFP fluorescence dephosphorylation (OMFP is methylfluorescein phosphate); Potency, µM (top dose mostly 76.9 µM), for the others: at the top dose activity, negative = inhibition, actives largely listed as inhibitors; hit rate 0.006% among 330,000; further: potency means the concentration at half of the fitted maximal effect; on the % scale 0 is the no-effect control and ±100 the full control effect
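Eya2 protein (added as 0.2 uM solution) was preincubated with compound for 10 min at ambient temperature in 50 mM HEPES pH 7.5, 50 mM NaCl, 5 uM MgCl2, 0.05% BSA, 1 mM DTT. OMFP (added at 50 uM) then reacted 10 min; fluorescence read at 485/525 nm.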
USP2a block: USP2a (human) protease inhibition; O75604; USP2 core, Ub-CHOP2 coupled fluorogenic reporter, 485/531; Potency, µM (doses to about 38.3 µM), for the others: top-dose activity change, negative = inhibition, hits mostly inhibitors; hit rate 0.01% among 330,000; AID 463254;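 further: potency means the concentration at half of the fitted maximal effect; plate controls were DMSO wells for no effect and full inhibition by NEM control for full effect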
Target sequence (O75604 whole entry, looked up): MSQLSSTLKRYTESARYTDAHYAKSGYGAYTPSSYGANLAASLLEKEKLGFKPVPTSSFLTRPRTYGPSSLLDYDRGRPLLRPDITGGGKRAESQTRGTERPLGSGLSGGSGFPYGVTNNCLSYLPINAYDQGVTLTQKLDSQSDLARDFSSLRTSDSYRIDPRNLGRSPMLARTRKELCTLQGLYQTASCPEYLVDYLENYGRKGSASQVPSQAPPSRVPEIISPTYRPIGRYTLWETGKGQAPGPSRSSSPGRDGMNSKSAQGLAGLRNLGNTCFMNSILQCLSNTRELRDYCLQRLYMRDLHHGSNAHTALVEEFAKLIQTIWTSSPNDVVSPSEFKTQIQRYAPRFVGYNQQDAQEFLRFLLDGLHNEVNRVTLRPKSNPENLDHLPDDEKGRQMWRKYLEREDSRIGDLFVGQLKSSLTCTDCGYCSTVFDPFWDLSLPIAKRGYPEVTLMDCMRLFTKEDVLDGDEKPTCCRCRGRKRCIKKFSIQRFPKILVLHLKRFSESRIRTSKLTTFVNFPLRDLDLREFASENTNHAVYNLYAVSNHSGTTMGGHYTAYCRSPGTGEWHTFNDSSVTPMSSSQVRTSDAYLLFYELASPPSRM
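Deubiquitinase activity read as fluorescence (485/531 nm) after Ub-CHOP2 cleavage activates the enterokinase reporter on its substrate; USP2 core 10nM, Ub-CHOP2 and substrate 25nM each, 30min compound preincubation then 60min RT; data normalized to NEM, curves fitted.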
TSHR antag: human thyrotropin receptor antagonism; AID 504810; P16473; activity change, negative = inhibition, % at 11.5 µM; TSHR-expressing cells, TSH-stimulated cAMP HTRF, 2 h; active compounds read low; hit rate 0.2% among 330,000;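 active means activity change below a set negative limit, meaning inhibition stronger than a set level, cut at about -70% in these data; inconclusive means activity change between two set negative limits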; further: on the % scale 0 is the no-effect control and ±100 the full control effect
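Competitive HTRF cAMP read-out (cryptate anti-cAMP antibody, cAMP-d2; 30 min, room temperature) in freshly harvested TSHR cells. Compounds added before TSH at EC80 (4nM final), followed by 2 hours' incubation at 37 deg C.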
TRPV1 ag: agonists of human vanilloid receptor 1 (TRPV1). Q8NER1. TRPV1-expressing cells, Fluo-8 calcium influx, agonist mode. activation, % at 8.33 µM. hit rate 0.19% among 320,000; in the data active means activation above about 80%; inconclusive means between about 30% and that limit; further: 0% is about no effect
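Cells expressing TRPV1 were dye-loaded with Fluo-8 and read kinetically: 10 s baseline, 3 min after compound (agonist portion), then 2 min after EC20 capsaicin (allosteric enhancer portion). Calcium-bound dye fluorescence at 480/520 nm.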
TCR activator: activates T cell receptor signaling; 330,000 tested, under 10 active; primary human leukocytes, anti-CD3, IL-2 HTRF, 48 h; AID 504894; Potency, µM (top dose mostly 9.22 µM), without a hit: at the highest dose activation of IL-2 secretion, usual class: activators; further: % of control where 0% means no effect
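Primary human leukocytes receive a-CD3 beads and test compound and are incubated 48 hr. Secreted IL-2 is then assayed by HTRF, measuring 665nm acceptor emission after 320nm excitation of the europium donor.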
KCNH2 3.1 inh: blocks the human KCNH2 3.1 channel isoform; U2OS KCNH2 3.1, thallium flux FluxOr; active compounds read low; activity change, % (tested at about 1.8 µM); hit rate 0.95% among 340,000;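 active means maximum activity change below -70%; inconclusive means maximum activity change from -70% to -50%; inactive means maximum activity change above -50%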;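 further: thallium influx rate constant from kinetic fluorescence after stimulation buffer; on the % scale 0 is the no-effect control and ±100 the full control effect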
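FluxOr-based Tl+ influx in U2OS cells transduced with KCNH2 3.1 virus; rate constants normalized to DMSO controls.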
Mito fusion act: mitochondrial division inhibition or fusion activation. hit rate 0.23% among 320,000. AID 485298. Potency, µM (doses to about 46.1 µM), for the others: at the top dose growth rescue (activation), usual class: activators. S. cerevisiae fusion-defective mutant growth rescue, CellTiterGlo 48 h;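 further: potency means the concentration at half of the fitted maximal effect; % of control where 0% means no effect; nearly all actives have a fitted effect of over 45% in size; temperature-sensitive fusion mutants such as fzo1-1 at 37 °C on non-fermentable ethanol glycerol medium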
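Growth-rescue viability read-out: after 48 h at the non-permissive 37C in glycerol/ethanol YPEG, yeast mitochondrial fusion mutants are measured by CellTiterGlo luminescence; compounds (23 nl pinned per well) restoring growth score as division inhibitors or fusion activators.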
AT treatment: potential ataxia-telangiectasia treatment; […] A-T fibroblasts, KAP-1 phosphorylation AlphaLISA; neocarzinostatin DNA damage 30 min before lysis; Potency, µM (doses to about 57.5 µM), for the others: top-dose activation, usual class: activators; hit rate 0.19% among 320,000; further: potency means the concentration at half of the fitted maximal effect; % of control where 0% means no effect; nearly all actives have a fitted effect of over 45% in size
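hTERT-immortalized A-T patient fibroblasts ([…]), 500 cells/well in OPTI-MEM, 1% FBS, got compounds for 60 min, then NCS for 30 min at 37C. Lysates were then assayed for phospho-KAP-1 by AlphaLISA (anti-pKAP1 donor, anti-KAP1 acceptor beads), 6 hr at 25C.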
KCNH2 WT inh: inhibitors of human wildtype KCNH2 potassium channel; activity change, % at 1.84 µM; AID 720551; U2OS, BacMam KCNH2, thallium flux FluxOr; active compounds read low; Q12809; hit rate 0.37% among 340,000;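 active means maximum activity change below -70%; inconclusive means maximum activity change between -70% and -50%; inactive means maximum activity change above -50%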; further: on the % scale 0 is the no-effect control and ±100 the full control effect
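U2OS cells transduced with wild-type KCNH2 virus are loaded with FluxOr dye for 45 min, and thallium flux is measured in kinetic reads before and after stimulation buffer. Rate constants are normalized to DMSO controls.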
* marks the source's active call; other numbers are inactive results; ? = inconclusive; nt = no result given; [ ] = another dose, or the depositor's remark. Unless noted, the call rests on the fitted dose curve; in most records, active means well fitted curve in the direction sought with a large enough effect; inconclusive means small, poorly fitted or top-dose-only effect, or another doubt; inactive means no such curve, though single readings can be large; an effect the other way counts as inactive or inconclusive. These rows are one share of the data; count on the stated rates, not on these rows.

nr	SMILES	ELG1 repair inh	Eya2 inh	USP2a block	TSHR antag	TRPV1 ag	TCR activator	KCNH2 3.1 inh	Mito fusion act	AT treatment	KCNH2 WT inh
1	Cn1cnnc1SC(C(=O)Nc1cccc(C(F)(F)F)c1)c1ccccc1 (stereo not drawn)	8%	-41%	-7%	7	3	-3%	4	-2%	-6%	-3
2	Cc1cc2oc(C(=O)Nc3ccc(S(=O)(=O)Nc4ncccn4)cc3)c(C)c2cc1Cl	5%	-1%	4%	5	2	-2%	nt	3%	6%	-5
3	COc1cccc(C(=O)N(Cc2ccccc2)Cc2cc3cc4c(cc3[nH]c2=O)OCCO4)c1	?	2%	2%	-16	?	-7%	12	2%	3%	-8
4	CC(=O)c1cccc(NC(=O)CCS(=O)(=O)c2cc3c(cc2C)NC(=O)CO3)c1	15%	10%	-2%	38	0	-1%	14	5%	13%	-7
5	CCNC(=O)Nc1cc(OC)c(OC)cc1C(=O)O	11%	-8%	1%	0	8	-5%	10	-6%	-8%	6
6	COc1ccccc1C(=O)NCCC(=O)NC(C)CCc1ccccc1 (stereo not drawn)	27%	3%	1%	13	-6	2%	1	3%	9%	2
7	Cc1nc2ccccc2nc(C)c1=NOCC(=O)N(c1ccccc1)C(C)C	nt	-3%	2%	3	3	3%	36	-10%	6%	7
8	O=C(NCCCC(=O)N1CCCCC1)c1ccc(Cl)cc1	?	7%	2%	8	0	3%	nt	-9%	5%	2
9	CCN(CC)S(=O)(=O)c1ccc(N2CCCCC2)c(NC(=O)/C=C/c2ccc(OC)c(OC)c2)c1	?	4%	-2%	-2	3	3%[46.1 µM]	-39	-18%	-1%	16
10	CN(CCCNC(=O)CCCOc1cc(=O)n(C)c2ccccc12)Cc1ccccc1	?	-2%	-1%	2	-8	3%	40	4%	3%	nt
11	COC(=O)c1ccccc1NC(=O)CSc1nnc(COc2cccc(OC)c2)n1C	?	5%	-6%	4	-3	-1%	1	12%	17%	8
12	COc1ccc(CCN2CC(C(=O)OC(C)C(=O)Nc3cccc(Cl)c3)CC2=O)cc1OC (stereo not drawn)	3%	9%	0%	30	0	nt	7	-6%	5%	12
13	O=[N+]([O-])c1cccc(/C=C/C=N/Nc2nc(N3CCCCC3)nc(N3CCCCC3)n2)c1	-2%	-14%	-1%	-10	12	-2%	-4	3%	3%	6
14	CC1(C)CC(=O)C(C=NCCN2CCN(CC(=O)Nc3ccccc3)CC2)=C(O)C1	2%	4%	0%	2	1	nt	-5	-10%	7%	12
15	CN(CCO)c1ncnc2c1sc1nc(N3CCOCC3)c3c(c12)CCC3	?	-27%	-1%	12	1	-1%	-4	-4%	0%	-2
16	O=c1c2ccccc2oc2cc(NCCCN3CCOCC3)ccc12	?	-4%	2%	-7	1	-2%	9	-28%	27%	8
17	O=c1[nH]nc(Cc2ccc([N+](=O)[O-])cc2)c2ccccc12	17%	2%	-6%	-3	1	-1%	-6	-25%	0%	-10
18	O=S(=O)(NCc1ccc(F)cc1)c1ccc(-c2cnc(C3CC3)o2)cc1	4%	-1%	1%	13	5	9%	-9	7%	3%	-7
19	Cc1cc2c(cc1C)CSC(c1ccccc1OC(=O)C(C)(C)C)SC2	7%	-1%	2%	-1	3	0%	-15	3%	nt	-2
20	COCCCN=Cc1c(C)[nH]n(-c2ccc(Br)cc2Br)c1=O	18%	-7%	0%	27	4	-5%	-1	3%	1%	3
21	Cc1ccccc1Nc1c(C)c(C)nc2ncnn12	?	14%	1%	-13	-5	nt	11	0%	-5%	4
22	CCC(C)(C)NC(=O)C(c1ccc(C)cc1)N(CC1CCCO1)C(=O)CCC(=O)Nc1ccccn1 (stereo not drawn)	3%	-11%	0%	4	-4	0%	-2	13%	-3%	0
23	O=C(/C(=C/c1cccc(Cl)c1)c1nc2ccccc2[nH]1)c1ccccc1	?	-8%	2%	-14	?	-3%[46.1 µM]	-7	12%	30%	-8
24	Cc1cc(C(=O)N/N=C/c2ccc(Br)o2)n[nH]1	17%	-13%	-2%	-7	1	3%	7	-6%	-2%	nt
25	CC(=O)Nc1ccc(OCc2cccc3ccccc23)cc1	-19%	0%	-10%	11	20	-3%	-7	8%	10%	0
26	COC(=O)CCCC(=O)N1CCC(n2nccc2NC(=O)CCOc2ccccc2)CC1	1%	2%	-1%	-6	-4	-4%	9	?	1%	0
27	O=C(NC1CC1)c1sc2cc([N+](=O)[O-])ccc2c1Cl	?	1%	1%	0	24	-7%	2	10%	-5%	3
28	CCCOc1ccc(-c2nc(C#N)c(N3CCN(CC)CC3)o2)cc1	-10%	-9%	?	-13	16	-4%	20	-7%	11%	-7
29	O=C(CNS(=O)(=O)c1cccc(Br)c1)NCCCc1ccccc1	-5%	-8%	-3%	4	?	9%	7	1%	2%	7
30	CSc1nnc(Cn2c(=O)sc3ccccc32)n1-c1ccccc1	-3%	18%	2%	12	nt	5%	-1	-2%	-9%	1
31	Cc1oc(-c2ccc(Cl)cc2)nc1CS(=O)CC(=O)NC1CCCCCC1 (stereo not drawn)	-12%	-15%	4%	1	9	0%	6	0%	-2%	-6
32	O=C(c1ccccc1F)N1CCN(c2ccc([N+](=O)[O-])c3ncccc23)CC1	?	3%	0%	-14	0	1%[46.1 µM]	-2	-11%	-8%	26
33	O=C(/C=C/c1ccccc1)Nc1cc(S(=O)(=O)N2CCOCC2)ccc1N1CCOCC1	-12%	-23%	-1%	5	4	2%	-1	-1%	2%	1
34	O=C(Nc1ccccc1)c1ccc(-c2ccccc2Cl)o1	?	0%	0%	-9	?	1%	nt	23%	8%	nt
35	COc1ccc(/C=C/C(=O)NC(=S)Nc2ccc(S(=O)(=O)Nc3cc(C)on3)cc2)cc1	0%	-4%	2%	-12	2	-2%	0	1%	-1%	7
36	Cc1nc(CNS(=O)(=O)c2ccc3c(c2)CCCC3)cs1	-8%	10%	0%	-5	-2	-4%	-4	-4%	8%	-6
37	CC(=O)c1ccc(Cc2cnc(N)s2)cc1	?	-35%	1%	-3	-4	3%	0	1%	4%	-3
38	C#CNC(=O)C1(CC=C)CCNCC1	17%	13%	1%	-2	-4	0%	5	-6%	14%	-9
39	COc1ccc(CNC(=O)c2ccccc2SCC(=O)NCc2ccco2)cc1	?	-3%	-1%	0	1	5%	19	1%	2%	11
40	Nc1c(C(=O)c2ccccc2)sc2nsc(SCCN3CCOCC3)c12	?	?	3%	-4	106*	3%	-6	3%	-4%	1
41	O=C(Nc1ccccc1C(=O)NCc1ccco1)c1ccccc1	-16%	-4%	2%	-4	20	1%	11	3%	-4%	5
42	COc1ccc(-n2c(Cc3cccn3C)nnc2SCC(=O)Nc2cccc(Cl)c2)cc1	-11%	17%	-2%	9	-2	15%	-13	11%	5%	1
43	Cc1ccccc1N1CCN(Cc2c[nH]c3ccccc23)CC1	-20%	5%	2%	-4	3	6%	-85*	-10%	nt	21

Another view of part of the listing above.
The line under a structure holds: ELG1 repair inh | Eya2 inh | USP2a block | TSHR antag | TRPV1 ag | TCR activator | KCNH2 3.1 inh | Mito fusion act | AT treatment | KCNH2 WT inh
28: CCCOc1ccc(-c2nc(C#N)c(N3CCN(CC)CC3)o2)cc1
  -10% | -9% | ? | -13 | 16 | -4% | 20 | -7% | 11% | -7
29: O=C(CNS(=O)(=O)c1cccc(Br)c1)NCCCc1ccccc1
  -5% | -8% | -3% | 4 | ? | 9% | 7 | 1% | 2% | 7
30: CSc1nnc(Cn2c(=O)sc3ccccc32)n1-c1ccccc1
  -3% | 18% | 2% | 12 | nt | 5% | -1 | -2% | -9% | 1
31: Cc1oc(-c2ccc(Cl)cc2)nc1CS(=O)CC(=O)NC1CCCCCC1 (stereo not drawn)
  -12% | -15% | 4% | 1 | 9 | 0% | 6 | 0% | -2% | -6
32: O=C(c1ccccc1F)N1CCN(c2ccc([N+](=O)[O-])c3ncccc23)CC1
  ? | 3% | 0% | -14 | 0 | 1%[46.1 µM] | -2 | -11% | -8% | 26
33: O=C(/C=C/c1ccccc1)Nc1cc(S(=O)(=O)N2CCOCC2)ccc1N1CCOCC1
  -12% | -23% | -1% | 5 | 4 | 2% | -1 | -1% | 2% | 1
34: O=C(Nc1ccccc1)c1ccc(-c2ccccc2Cl)o1
  ? | 0% | 0% | -9 | ? | 1% | nt | 23% | 8% | nt
35: COc1ccc(/C=C/C(=O)NC(=S)Nc2ccc(S(=O)(=O)Nc3cc(C)on3)cc2)cc1
  0% | -4% | 2% | -12 | 2 | -2% | 0 | 1% | -1% | 7
36: Cc1nc(CNS(=O)(=O)c2ccc3c(c2)CCCC3)cs1
  -8% | 10% | 0% | -5 | -2 | -4% | -4 | -4% | 8% | -6
